Bioassay records (PubChem)
HEK293 NOD2/NF-kB = NOD2 signaling inhibitors, cell-based, luminescence, uHTS, HEK293 (AID 1566) | 290,000 compounds, 0.63% hits | HEK293 NOD2/NF-kB luciferase reporter, luminescence; higher % means a stronger effect | inhibition, % at 4 µM; hits with a dose series show EC50 in µM; in the data active = inhibition above about 50%; also: many of its hits are not listed in these tables
Insulin prom up = insulin promoter activators in MIN6 cells, imaging, high-content screening, mouse beta cells; MIN6 insulin promoter-GFP reporter; stronger effect = higher value; z-score at 5 µM; 190,000 compounds, 0.3% hits; AID 1625, 2009;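 active = z-score above 3 at 5 µM with at least 500 cells counted in the well; inconclusive = wells under 500 cells, flagged as cytotoxic or low count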
Dynein cargo inh = inhibitors of GR-EGFP nuclear translocation, primary screen, dynein cargo transport inhibitor project, imaging, high-content, 3617.4 mouse cells | test concentration mostly 20 µM; stimulated with dexamethasone, 1 µM; stronger effect = lower value | z-score, hits read low | 220,000 compounds, 0.47% hits;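 active = plate z-score of nuclear minus cytoplasmic receptor signal below a set negative limit, without overly bright fluorescence or cell loss, cut at about -3.5 in these data, passing the limit was not always enough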;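 also: z-score of nuclear minus cytoplasmic ring GR-EGFP intensity difference per well; some compounds called inactive have numbers as strong as hits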
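Also added: dexamethasone, 1.0 µM final. Medium: tet-free, stripped-serum medium. Detection: fixed, Hoechst-stained cells imaged at 10x for EGFP. Read-out: nuclear-to-cytoplasmic GR-EGFP distribution per well. Times: induction 48 h, compound 1 h, agonist 30 min.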
Yfh1-depleted yeast = enhancers of respiration in Yfh1-depleted yeast, dose response, Friedreich's ataxia, plus single-dose screen (AID 1465); S. cerevisiae Yfh1-off respiration, WST-1 reduction, 72 h; higher fold induction means a stronger effect; one-dose fold induction at 50 µM; EC50 in µM for titrated hits; 220,000 compounds, 0.074% hits;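 active = fold induction of absorbance versus untreated yeast above a set limit, then at least 30% activation at any dose in follow-up; inconclusive = repeats straddling the limit, or above it without dose testing; inactive = fold induction below the set limit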;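 also: activators that raise dye reduction in frataxin-depleted yeast; strong numbers were not always called active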
Autophagy mod = autophagy modulators in MEF cells, primary screen, imaging, high-content, MEF GFP-LC3; calls only at 10 µM (by protocol); MEF GFP-LC3 puncta imaging; test concentration mostly 10 µM; 190,000 compounds, 0.98% hits;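 active = percentage of spot-positive cells more than 3 SD above its plate mean, without a fluorescence outlier flag or 80% toxicity; inconclusive = no clear call, values can overlap the other calls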;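 also: spot-positive cell cutoff set from DMSO-treated cells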
MT stabilizer = microtubule stabilizers in HeLa cells, primary screen, imaging, high-content imaging; HeLa tubulin immunostaining HCS, 24 h; share of cells brighter than vehicle mean+2SD; % tubulin-high responders, % at 10 µM; 200,000 compounds, 0.83% hits;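 active = plate Z-score above 3 for both tubulin-high and condensed-nucleus cell shares, with cell loss under 80%, at 10 µM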;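 also: anti alpha tubulin signal scored within the nucleus-defined area of each cell; some results filed as inactive read as strong as hits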
M17LAP inhibition = P. falciparum M17LAP inhibitors, primary screen, biochemical, fluorogenic H-Leu-NHMec substrate, 1536-well (AID 1619); one-dose inhibition, % at 30 µM; IC50 in µM for titrated hits; Leucine aminopeptidase (Plasmodium falciparum (isolate 3D7)); recombinant M17LAP, H-Leu-NHMec fluorogenic kinetic assay; higher % means a stronger effect; 220,000 compounds, 0.38% hits;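 active = compound inhibiting the enzyme by more than half at any dose during confirmatory dose-response retesting; inconclusive = strong single-dose inhibitors picked by rank but not retested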;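 also: plate controls were full reaction with DMSO carrier for no effect and no enzyme background for full effect; strong numbers were not always called active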
NOD1 NF-kB reporter = NOD1 signaling inhibitors, primary screen, cell-based, luminescence, uHTS (AID 1578); inhibition, % at 4 µM; hits with a dose series show EC50 in µM; NOD1-driven NF-kB luciferase reporter cells, luminescence; higher % means a stronger effect; 290,000 compounds, 1% hits; in the data active = inhibition mostly above about 36%, no sharp cut-off; inactive = mostly below about 34%;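 also: HEK-293T reporter cells stimulated with the NOD1 agonist gamma-tri-DAP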
bCat nuc transl = modulators of beta-catenin nuclear translocation, primary screen, imaging, HeLa cells, immunofluorescence, high-content | nuclear translocation activity, % at 5 µM | 190,000 compounds, 0.3% hits | AID 1665, 2009;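 active = nuclear translocation activity above 50% at 5 µM, with a well cell count of 50 or more; inconclusive = wells under 50 cells across six images, flagged as toxic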;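 also: per-cell ratio of nuclear to cytoplasmic median beta-catenin stain intensity; plate controls were DMSO negative control for no effect and GSK-3 inhibitor IX positive control for full effect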
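test system = HeLa cells, endogenous beta-catenin | dosing = single 5 µM dose plus 0.02–20 µM confirmation series | times = compound treatment 24 h, 37°C, 5% CO2 | technique = beta-catenin immunofluorescence imaging with DAPI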
Dynein cargo inh cytoplasmic EGFP = recorded beside Dynein cargo inh, whose call it bears; z-score; measured here: cytoplasmic GR-EGFP intensity; stronger effect = higher value
Dynein cargo inh nuclear GR-EGFP = second read-out of Dynein cargo inh, no call of its own (marks repeat the call); z-score; measured here: nuclear GR-EGFP intensity;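 lower value marks the stronger effect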
Dynein cargo inh cell count = second read-out of Dynein cargo inh, no call of its own (marks repeat the call); z-score; measured here: cell count per field
Insulin prom up cell count = further read-out of Insulin prom up, marked with its call; cell count; measured here: cytotoxicity, nuclei count;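 total cells summed across four imaged fields per well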
bCat nuc transl cell count 5 µM = recorded beside bCat nuc transl, whose call it bears; cell count; measured here: cell count, cytotoxicity flag
MT stabilizer Hoechst-high % = further read-out of MT stabilizer, marked with its call; % Hoechst-high responders; measured here: nuclear condensation Hoechst responders;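 share of cells brighter than vehicle mean plus two SD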
MT stabilizer cytotoxicity % = recorded beside MT stabilizer, whose call it bears; toxicity, %; measured here: cytotoxicity by cell density;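 0% = mean cell density of plate MIN control wells and 100% = no cells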
Autophagy mod cell loss 18 h = second read-out of Autophagy mod, no call of its own (marks repeat the call); toxicity, %; measured here: cell loss, nuclei count;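 cell loss after 18 h compound exposure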
* = called active by the depositor; i = inactive; ? = inconclusive; . = no result given. The list is partial (hit frequency here may not be typical).

SMILES	HEK293 NOD2/NF-kB	Insulin prom up	Insulin prom up cell count	Dynein cargo inh	Dynein cargo inh cytoplasmic EGFP	Dynein cargo inh nuclear GR-EGFP	Dynein cargo inh cell count	Yfh1-depleted yeast	Autophagy mod	Autophagy mod cell loss 18 h	MT stabilizer	MT stabilizer Hoechst-high %	MT stabilizer cytotoxicity %	M17LAP inhibition	NOD1 NF-kB reporter	bCat nuc transl	bCat nuc transl cell count 5 µM
Cc1cc(/C=N/Nc2nc(N)ncc2[N+](=O)[O-])c(C)n1-c1cccc(C(F)(F)F)c1	-78%	-0.92	1085	-0.47	0.73	0.53	-0.35	i	.	.	.	.	.	10%	-15%	-0.6	1329
CCn1c(/N=C/c2c[nH]c3ccccc23)nc2ccccc21	2%	0.46	1274	0.79	-0.2	0.66	-0.48	i	i	12	2.2	1.3	2.3	1%	-1%	2.5	1107
CCOCC(=O)Nc1ccc([N+](=O)[O-])cc1OC	-4%	1.9	1659	0.11	0.63	0.78	-1.1	i	i	-2	5.2	3.1	1.3	-2%	-24%	-5.1	1011
COC(=O)/C(=C/c1ccco1)NC(=O)c1ccc(Br)o1	-34%	1.3	1511	-1.1	-0.29	-0.12	0.83	i	i	2	4.5	2.4	6.2	4%	17%	-5.9	993
C#CCNC(=O)C1=C[C@@H](C2CCCCC2)C[C@@H](OCc2ccc(CO)cc2)O1	14%	-0.09	1264	2.2	-0.056	1.9	-2.1	i	i	1	1.3	1.5	0.8	-4%	10%	0.8	1075
FC(F)(F)c1cccc(CN2CCC(c3cc(-c4cccs4)n[nH]3)CC2)c1	-33%	-1.1	1200	-0.036	-0.17	-0.075	0.26	i	i	1	29*	31*	64*	16%	-16%	0.5	1170
Cc1cc(C)nc(SC2c3cccc4cccc(c34)C2NS(=O)(=O)c2ccccc2)n1 (stereo not given)	4%	-1.7	1079	-0.5	-0.16	0.59	-0.21	i	i	36	3.6	3.8	5.0	8%	-2%	-1.5	618
Oc1ccc(N=Nc2ccc3c(c2)OCO3)c2ccccc12	81%*	?	.	-0.97	0.018	0.11	0.1	i	.	.	.	.	.	-8%	109%*	0.1	1417
CC1(C)CC(=O)c2cc(OCC(=O)NCCN3CCCc4ccccc43)ccc2O1	16%	-1.5	1372	0.25	-0.28	0.37	-0.23	i	i	5	3.6	1.5	0.8	-36%	-2%	-1.2	944
Cn1c(/N=C/c2cc(Cl)ccc2O)nc2ccccc21	10%	-0.13	1368	-0.18	-0.23	0.037	0.24	i	i	37	0.9	2.0	12	4%	-10%	0.0	1148
O=C(CSc1ccc(-c2ccco2)nn1)N1CCCCCC1	8%	-0.6	1327	-0.84	0.38	0.041	0.48	i	i	5	3.1	4.0	6.9	2%	-14%	-0.5	1144
COc1ccc(CN2C(=O)c3cccc4cccc(c34)C2=O)cc1	0%	-0.04	1027	-0.17	-0.28	0.52	0.12	i	.	.	.	.	.	-1%	-11%	0.0	1277
Cc1cc([N+](=O)[O-])nn1CCCC(=O)NC(C)c1ccccc1 (stereo not given)	-8%	-0.14	1245	-0.2	-0.23	-0.52	0.7	i	i	-5	2.4	3.5	1.2	-16%	10%	.	.
NC(=O)c1ccc(NC(=O)COC(=O)/C=C/c2cn(-c3ccccc3)nc2-c2cccnc2)cc1	-3%	0.8	1238	2.2	-0.087	0.79	-1.4	i	i	7	3.6	1.6	6.0	-1%	-21%	.	.
Cc1[nH]n(-c2ccccc2)c(=O)c1C(c1cccc([N+](=O)[O-])c1)c1c(C)[nH]n(-c2ccccc2)c1=O	4%	0.33	1309	-0.52	-0.22	-0.61	0.21	i	i	-2	4.1	2.1	6.0	26%	-20%	-1.5	548
COc1ccccc1C(=O)Nc1ccc(C(=O)N2CCCC2)cc1	11%	0.09	881	-0.19	-0.075	0.2	-0.0033	i	i	-3	2.4	2.8	5.3	-2%	-9%	-1.3	1059
CC1CCCCN1CC(=O)Nc1cc(S(=O)(=O)N2CCOCC2)ccc1N1CCCC1 (stereo not given)	16%	0.28	1267	-0.093	-0.34	0.39	0.09	i	i	1	4.3	4.1	3.6	5%	-10%	-4.8	1072
CCCCC(=O)Nc1cccc(-c2nnc(-c3ccccc3)o2)c1	6%	-0.56	1882	0.22	-0.26	0.24	-0.64	i	i	-3	1.9	1.9	6.5	0%	-32%	-0.9	1097
O=C(/C=C/Nc1ccccc1)c1ccccc1	-176%	1.1	802	-0.32	-0.17	-0.16	-0.17	.	i	2	1.8	1.9	2.8	15%	-33%	.	.
CC(=O)Nc1cccc(C(=O)Nc2cccnc2)c1	12%	.	.	0.8	-0.24	0.31	0.18	i	i	4	1.0	2.6	6.6	-3%	-30%	-0.3	1107
Cc1ccc(SC(=O)c2c([N+](=O)[O-])c(C)nn2C)cc1	0%	.	.	-4.2*	1.2*	-1.9*	0.075*	i	.	.	.	.	.	11%	10%	-1.6	1397
COc1ccccc1NC(=O)C1=C(C)Nc2ncnn2C1c1ccccc1C (stereo not given)	-9%	0.28	1497	1.6	0.45	0.57	-0.86	i	i	9	2.3	0.7	9.8	24%	-3%	0.7	1294
CC1Cc2nc(SCC(=O)N3CCCc4ccccc43)n(C)c(=O)c2S1 (stereo not given)	19%	-0.8	930	-1.3	-0.19	-0.72	0.2	i	.	.	7.3	1.4	7.2	7%	22%	-2.4	1128
CCn1nc(C)c(NC(=O)CCCSc2nc(-c3ccco3)cc(C(F)(F)F)n2)c1C	35%	0.22	1972	1.8	0.034	2	-2.1	i	i	12	1.8	2.3	7.5	14%	20%	-1.0	1109
CCOc1ccccc1NC(=O)COC(=O)c1cc[n+]([O-])cc1	-13%	0.24	900	0.37	-0.64	0.018	-0.79	i	.	.	.	.	.	.	-2%	-1.6	1346
Later entries:
SMILES	HEK293 NOD2/NF-kB	Insulin prom up	Insulin prom up cell count	Dynein cargo inh	Dynein cargo inh cytoplasmic EGFP	Dynein cargo inh nuclear GR-EGFP	Dynein cargo inh cell count	Yfh1-depleted yeast	Autophagy mod	Autophagy mod cell loss 18 h	MT stabilizer	MT stabilizer Hoechst-high %	MT stabilizer cytotoxicity %	M17LAP inhibition	NOD1 NF-kB reporter	bCat nuc transl	bCat nuc transl cell count 5 µM
COc1cc(NS(=O)(=O)c2ccc(NC(=O)/C(=C/c3ccccc3Cl)NC(=O)c3ccccc3)cc2)nc(OC)n1	14%	0.01	1233	-0.48	-0.22	-0.49	0.7	i	i	-5	2.4	3.1	7.5	3%	-8%	1.2	1108
CC(=O)Nc1nc2ccccc2n1Cc1ccc(C)cc1	0%	-0.29	1262	0.88	-0.093	0.73	-1.9	i	i	24	5.4	1.4	0.0	-4%	24%	-1.1	1079
Cc1ccc(N(C(=O)C(F)(F)F)C(C(=O)NC2CCCCC2)c2cccs2)cc1 (stereo not given)	-3%	.	.	-0.047	-0.23	-0.32	0.066	i	i	3	1.4	2.7	10	-15%	2%	.	.
CCOc1cc(N2CCOCC2)c(OCC)cc1NC(=O)COC(=O)[C@@H]1CCCN1S(=O)(=O)c1ccccc1F	-12%	0.93	1245	-0.78	-0.28	-0.48	1	i	i	-3	1.6	2.2	6.1	14%	-19%	-3.8	1070
CNc1ccccc1C(=O)OCC(=O)c1ccc(F)cc1	-7%	.	.	-0.93	-0.085	-0.5	0.56	i	i	-1	1.7	3.0	6.2	-5%	-39%	-2.5	595
c1cc(CNc2ccc3c(c2)OCO3)ccn1	13%	.	.	0.096	-0.21	0.23	-0.011	i	i	-4	2.7	1.3	5.4	-9%	-11%	1.9	1050
COc1cccc(NC(=O)Cn2c3ccccc3c3nc4n(c(=O)c32)CCS4)c1	-10%	-0.21	947	1.5	-0.25	0.34	0.19	i	i	15	1.7	0.7	3.7	9%	-41%	-2.4	929

Rewritten with values under each structure: four of the compounds above.
Screens in order – HEK293 NOD2/NF-kB, Insulin prom up, Insulin prom up cell count, Dynein cargo inh, Dynein cargo inh cytoplasmic EGFP, Dynein cargo inh nuclear GR-EGFP, Dynein cargo inh cell count, Yfh1-depleted yeast, Autophagy mod, Autophagy mod cell loss 18 h, MT stabilizer, MT stabilizer Hoechst-high %, MT stabilizer cytotoxicity %, M17LAP inhibition, NOD1 NF-kB reporter, bCat nuc transl, bCat nuc transl cell count 5 µM
> CC(=O)Nc1nc2ccccc2n1Cc1ccc(C)cc1
  0%, -0.29, 1262, 0.88, -0.093, 0.73, -1.9, i, i, 24, 5.4, 1.4, 0.0, -4%, 24%, -1.1, 1079
> Cc1ccc(N(C(=O)C(F)(F)F)C(C(=O)NC2CCCCC2)c2cccs2)cc1 (stereo not given)
  -3%, ., ., -0.047, -0.23, -0.32, 0.066, i, i, 3, 1.4, 2.7, 10, -15%, 2%, ., .
> CCOc1cc(N2CCOCC2)c(OCC)cc1NC(=O)COC(=O)[C@@H]1CCCN1S(=O)(=O)c1ccccc1F
  -12%, 0.93, 1245, -0.78, -0.28, -0.48, 1, i, i, -3, 1.6, 2.2, 6.1, 14%, -19%, -3.8, 1070
> CNc1ccccc1C(=O)OCC(=O)c1ccc(F)cc1
  -7%, ., ., -0.93, -0.085, -0.5, 0.56, i, i, -1, 1.7, 3.0, 6.2, -5%, -39%, -2.5, 595
